GSK3 alpha inh: blockers of GSK3A enzyme activity – biochemical, luminescence, cell-free homogeneous, HTS, primary screen | GSK-3 alpha kinase, ADP-Glo luminescence, 60 min | inhibition, % at 10 µM | 0.1% of 320,000 active;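 in the data active = inhibition above about 50%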;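 note: GST-tagged GSK-3 alpha with peptide substrate and 25 µM ATP; 0% = DMSO neutral wells and 100% = GW8510 positive control wells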
Target sequence (P49840 whole entry, looked up): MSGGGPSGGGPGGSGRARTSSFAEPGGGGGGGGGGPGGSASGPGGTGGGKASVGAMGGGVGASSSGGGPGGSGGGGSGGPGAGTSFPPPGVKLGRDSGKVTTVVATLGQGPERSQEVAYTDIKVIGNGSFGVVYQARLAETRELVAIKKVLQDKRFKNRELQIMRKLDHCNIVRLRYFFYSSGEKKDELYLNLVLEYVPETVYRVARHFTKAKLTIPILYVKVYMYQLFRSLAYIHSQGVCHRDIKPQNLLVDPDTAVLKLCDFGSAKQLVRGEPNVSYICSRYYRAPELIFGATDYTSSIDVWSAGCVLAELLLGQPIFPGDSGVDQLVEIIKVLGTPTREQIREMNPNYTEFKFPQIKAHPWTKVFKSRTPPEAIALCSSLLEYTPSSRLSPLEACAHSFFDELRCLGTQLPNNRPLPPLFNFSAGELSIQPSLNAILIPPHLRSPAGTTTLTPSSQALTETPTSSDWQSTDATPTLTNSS
IEC-6 tox: cytotoxicity in IEC-6 intestinal epithelial cells, primary screen, cytotoxicity control for KLF5 inhibitor project, cell-based, luminescence; IEC-6 cytotoxicity, luminescence viability; inhibition, % at 5 µM; 0.78% of 290,000 active; AID 1825, 2009; in the data active = inhibition above about 22%;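 note: 0% = plate median of test compound wells and 100% = cytotoxic reference compound wells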
HSF-1 act: HSF-1 activators, primary screen, NIH3T3-HGL cells, MG132 stress, luminescence, single point; activation, % at 9 µM; 1.7% of 300,000 active; NIH3T3-HGL HSF-1 luciferase reporter, 8 h; 100% = twice DMSO control signal; AID 504408, 2011;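 active = mean replicate activation of at least 50% with a set share of replicates each reaching 50%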;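 note: 0% = median of the neutral control wells and 100% = twice that signal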
GSK3beta inhib: human GSK3beta kinase inhibitors, primary screen, biochemical, cell-free homogeneous, HTS; GST-GSK3beta kinase, ADP-Glo luminescence, 60 min; active compounds read low; activity score (negative = inhibition), % at 10 µM; 0.038% of 300,000 active; AID 2097, 2009; Glycogen synthase kinase-3 beta (Homo sapiens), P49841;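 active = more than half of replicate wells score below -50%, meaning over 50% inhibition versus plate controls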;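 note: 0% = median DMSO wells and -100% = median GW8510 positive control wells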
Target sequence (P49841 whole entry, looked up): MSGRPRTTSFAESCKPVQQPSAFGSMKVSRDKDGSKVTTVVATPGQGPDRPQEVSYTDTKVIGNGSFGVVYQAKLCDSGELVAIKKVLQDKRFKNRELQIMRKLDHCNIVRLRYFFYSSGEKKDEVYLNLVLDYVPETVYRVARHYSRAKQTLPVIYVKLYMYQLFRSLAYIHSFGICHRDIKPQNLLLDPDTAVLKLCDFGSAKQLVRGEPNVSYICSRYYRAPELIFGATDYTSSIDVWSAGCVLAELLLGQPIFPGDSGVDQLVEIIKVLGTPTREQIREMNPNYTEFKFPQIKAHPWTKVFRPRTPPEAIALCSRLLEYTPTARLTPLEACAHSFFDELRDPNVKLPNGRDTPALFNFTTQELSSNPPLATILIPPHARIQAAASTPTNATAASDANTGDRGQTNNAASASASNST
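Assay system: GST-fused GSK3beta enzyme, cell-free / Medium: Tris pH 7.5 buffer with MgCl2, DTT, BSA, heparin / Also added: peptide substrate plus 25 µM ATP (final) / Compound: 10 µM single point / Timing: kinase reaction with compound 60 min at room temperature / Detection: ADP-Glo luminescence / Benchmarks: DMSO neutral wells and GW8510 at 20 µM as positive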
HSP90 inh: HSP90 inhibitors, primary screen, cell lysate, luminescence | Heat shock protein HSP 90 (rabbit reticulocyte lysate; luciferase refolding) | Rabbit reticulocyte lysate, luciferase refolding luminescence, 3 h | inhibition, % at 5.6 µM | 0.91% of 290,000 active;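 active = inhibition above the screen-wide mean plus 3 SD, computed separately per campaign, cut at about 16% in these data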;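 note: 0% = DMSO wells and 100% = 60 µM geldanamycin wells; inhibitors lower the luminescence because luciferase stays unfolded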
aSyn UTR inh: MLPCN primary screen, SNCA 5' untranslated region | 0.82% of 300,000 active | AID 1813, 2009 | alpha-synuclein 5'UTR reporter, inhibitor activity | inhibition, % (tested at 7.5 µM); in the data active = inhibition above about 60%;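 note: H4 neuroglioblastoma cells stably carrying SNCA 5'UTR luciferase fusion; 0% = DMSO wells and 100% = positive control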
PolyA inhibitor: polyadenylation inhibitors in yeast reporter cells, primary screen, luminescence, S. cerevisiae. S. cerevisiae SKY197-pL101 polyadenylation reporter, beta-gal luminescence; efflux-impaired pdr1/pdr3 knockout yeast; score 100 = 6 SD above DMSO. 0.02% of 300,000 active. calls only at 12 µM;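 active = lowest replicate activity score at least 50, where 100 means six control SD above control mean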;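 note: yeast exposed to compound for 9 h at 30 °C; higher score means more reporter readthrough which indicates perturbed polyadenylation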
AI-2 QS modul: Vibrio harveyi AI-2 quorum sensing modulators, primary screen, JMH597 strain, luminescence/OD600 ratio | activity change, % at 7.5 µM | Vibrio harveyi JMH597 AI-2 luminescence/OD600 ratio, 9 h; active compounds read low; strain lacks LuxN and CqsS sensors; 0 = neutral-control median | 0.4% of 300,000 active | AID 2094, 2009; in the data active = activity change below about -75%, passing the limit was not always enough;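 note: luminescence divided by OD600 gain over 9 h not by final OD600 alone; inactives centre near 13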
HSF1 inhib: HSF1 inhibitors in luciferase reporter cells, primary screen, cell-based, NIH3T3, luminescence | 0.77% of 300,000 active | activity change, negative = inhibition, % at 7.5 µM (by protocol) | NIH3T3-HGL HSE-luciferase, MG132-induced, luminescence 8 h; active compounds read low;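 active = more than half of replicate wells show activity change below -50%, luminescence cut by over half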;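 note: luciferase reports HSF-1 transcriptional activity via heat shock element; 0% = median of DMSO wells and -100% = zero luminescence signal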
KLF5 inhibitor: KLF5 expression inhibitors, primary screen, DLD-1 cells, luminescence. 0.23% of 290,000 active. AID 1700, 2009. DLD-1 KLF5 promoter-luciferase reporter. inhibition, % at 5 µM;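 active = inhibition above a per-plate limit of that plate's mean compound inhibition plus 3 SD, cut at about 60% in these data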;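 note: 0% = DMSO wells and 100% = LY294002 at 200 µM; higher means less KLF5 promoter-driven luciferase light; inactives centre near -14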
* = called active by the depositor; i = inactive; nt = not tested or not shown. A portion of the library; the hit share may differ from the screen's.

SMILES	GSK3 alpha inh	IEC-6 tox	HSF-1 act	GSK3beta inhib	HSP90 inh	aSyn UTR inh	PolyA inhibitor	AI-2 QS modul	HSF1 inhib	KLF5 inhibitor
COc1ccc(-c2nnn(CC(=O)N(Cc3ccc(F)cc3)C(C(=O)NC3CCCC3)c3ccc(F)cc3)n2)cc1 (stereo unspecified)	-5	2	-10	-5	0	-3	i	33	-11	-9
CCCOc1ccccc1C(=O)Nc1ccc(S(=O)(=O)N2CCN(C)CC2)cc1	-1	3	5	1	4	7	i	15	1	-41
CC(=O)c1cccc(NC(=O)c2ccc(NC(=O)CCS(=O)(=O)c3cccs3)cc2)c1	-1	-5	-3	3	-4	-8	i	27	0	-10
COc1cc(OC)cc(-n2nnnc2SCC(=O)NCc2cccs2)c1	4	3	-8	4	5	3	i	-5	3	5
COC(=O)c1nn(-c2ccccc2)c(Sc2ccccc2)c1/C=N/O	-3	-2	10	1	0	21	i	9	14	8
O=c1c2ccccc2nc(SCc2nc3ccccc3s2)n1CCCO	0	3	47	2	0	-182	i	19	41	-41
CN(C)c1ccc(C(=O)NCc2ccc3c(c2)OCO3)cc1	-1	0	-2	-1	0	-5	i	15	-8	12
CCOC(=O)c1cnc2c(C)cccc2c1Nc1cccc(C(=O)O)c1	-4	-2	-4	1	3	24	i	18	-3	11
Cc1ccc(/C=C2\CCCC3=C2NC(=S)NC3c2ccc(C)cc2)cc1 (stereo unspecified)	2	1	3	-1	4	14	i	13	-6	-2
CCOc1ccc(NC(=O)CSc2ccccc2N)cc1	-1	2	30	0	-2	-55	i	7	11	-2
Cc1ccnc(NS(=O)(=O)c2ccc(N3C(=O)Nc4ccccc4N3O)cc2)c1	-1	2	6	2	2	9	i	3	-3	-1
CCN1CCN(S(=O)(=O)c2ccc(-c3cc(C)no3)s2)CC1	-1	-3	-6	0	-4	-4	i	28	-5	-21
COc1ccccc1C(=O)NC(=S)N1CCCc2ccccc21	nt	6	-68	-1	18*	-167	i	17	-61*	1
Nn1cc(-c2ccccc2)nc1SCC(=O)NCC(F)(F)F	0	3	nt	1	4	-15	i	12	nt	-13
O=Nc1c2ccc[nH]c-2c2ccc([N+](=O)[O-])cc12	7	-2	9	2	2	-15	i	4	-2	-10
O=S(=O)(c1ccc(Cl)c(S(=O)(=O)N2CCCC2)c1)N1CCCC1	4	0	-2	-4	2	21	i	5	3	-9
S=c1[nH]nc(-c2ccncc2)n1/N=C/C=C/c1ccccc1	0	-7	4	-1	9	11	i	17	6	-7
O=C(CNC(=O)c1ccccc1)NCCO	2	-4	2	4	2	10	i	29	-1	-3
Cc1ccc(CNc2ncccc2-c2nc3cc(Cl)ccc3o2)cc1	nt	8	7	1	1	-6	i	0	-9	13
COc1ccccc1C1/C(=C(\O)c2ccc3c(c2)OCCO3)C(=O)C(=O)N1Cc1cccnc1 (stereo unspecified)	-4	2	-2	2	-3	-13	i	28	-6	-6
COc1ccc(CCNC(=O)C(=O)NCC2OCCN2S(=O)(=O)c2ccc(C)cc2)cc1 (stereo unspecified)	0	-3	15	3	4	2	i	8	4	17
CCc1ccccc1N(C)S(=O)(=O)c1ccc2[nH]cc(C(=O)N3CCc4ccccc43)c(=O)c2c1	-2	-2	-9	-2	0	-3	i	45	-5	-1
CCN(CC)S(=O)(=O)c1cccc(C(=O)N[C@H](C(=O)NCc2ccc(Cl)cc2)C(C)C)c1	1	4	-18	1	2	5	i	3	-6	0
O=C(OCC(=O)N1CCCc2ccccc21)c1ccc(S(=O)(=O)C(F)F)cc1	-4	nt	2	6	nt	9	i	24	-3	nt
COc1ccc(NC(=O)Nc2cccnc2)c(OC)c1	-2	9	-8	0	0	3	i	3	-3	-7
Cc1c(C(c2ccc(F)cc2)c2c(C)n(C)n(-c3ccccc3)c2=O)c(=O)n(-c2ccccc2)n1C	-2	-5	-5	4	-1	5	i	22	0	-16
Cc1ccc(S(=O)(=O)Nc2cccc(C(=O)NC3CCN(Cc4ccccc4)CC3)c2)cc1F	-1	nt	4	3	nt	16	i	4	3	nt
N=c1c(-c2nc3ccccc3[nH]2)cc(C(=O)c2cccs2)nn1-c1ccccc1	1	-5	48	1	-2	-28	i	28	7	-43
COc1ccc(S(=O)(=O)N2CCCC(C(=O)NC3CCCC3)C2)cc1OC (stereo unspecified)	-1	3	-8	3	-3	-17	i	34	-4	-27
CN1CCN(C(=O)/C=C/c2ccc(Cl)cc2)CC1	0	-7	11	2	6	-9	i	7	-5	0
CN(Cc1nc(-c2ccccc2)no1)C1CCOCC1	-4	-8	-5	-1	-2	-98	i	17	9	-110
COc1ccc(C2=NS(=O)(=O)N(C)C(C(=O)Nc3ccc4c(c3)OCO4)=C2)cc1OC	-2	11	-31	0	3	-27	i	1	-15	-19
O=C(Nc1ccc2c(c1)OCCO2)c1ccc(S(=O)(=O)N2CCCCC2)cc1	-1	7	6	-1	0	-53	i	21	4	-43
NS(=O)(=O)c1ccc(CCN=Cc2ccccc2O)cc1	-1	8	-1	1	6	4	i	13	-7	-39
Cc1c(NC(=O)CSc2nnnn2-c2ccc(C(=O)O)cc2)c(=O)n(-c2ccccc2)n1C	0	-2	4	1	2	12	i	10	4	-6
Cc1nn(-c2ccccc2)c(N2CCCC2)c1/C=N/NC(=O)c1cc(-c2cccnc2)nc2ccccc12	-1	9	-8	2	1	16	i	35	-5	-3
COc1ccc(C(=O)OC(C)CN2CCOCC2)cc1 (stereo unspecified)	-1	-3	4	-5	-4	-18	i	5	4	-17
CC/C(=N\O)c1c(O)c2c(n(-c3ccccc3)c1=O)CCCC2	4	-1	-11	2	-6	-5	i	14	-9	-33
COc1cccc(C2c3c(oc4ccc(F)cc4c3=O)C(=O)N2CCN2CCOCC2)c1OC (stereo unspecified)	2	4	-11	1	-1	4	i	-15	-3	-4
COc1ccc(NC(=O)C2CCN(S(C)(=O)=O)CC2)cc1OC	0	-5	15	0	-2	16	i	8	3	-38
CCc1nnc(NC(=O)c2cccc(NC(=O)C(C)C)c2)s1	-1	1	6	-9	2	-81	i	12	12	-30
CN(NC(=O)NN)c1ncc(C(F)(F)F)cc1Cl	-1	-7	-2	3	0	13	i	19	-6	-15
CC(=O)NC1CC2CCCC(C1)N2CC(=O)Nc1ccccc1 (stereo unspecified)	0	-4	7	0	-3	4	i	4	-1	-27
COc1ccc(NC(=O)C2c3cc(OC)c(OC)cc3C(=O)N(C)C2c2cccnc2)cc1OC (stereo unspecified)	0	-12	-3	6	0	-17	i	19	1	-9
CC1CCN(C(=O)c2ccc3ccccc3c2)CC1	-1	0	28	-3	-1	-152	i	6	14	-132
O=C(NCc1ccncc1)c1cccc(S(=O)(=O)Nc2ccc(SC(F)F)cc2)c1	0	nt	15	nt	nt	11	i	nt	0	nt
Cc1nc(NC(=O)CSc2nnnn2C)sc1C	-3	1	35	-6	3	-121	i	10	0	-87
Cc1cc(C)cc(N(CC(=O)N2CCN(Cc3ccccc3)CC2)S(=O)(=O)c2c(C)noc2C)c1	1	-3	-2	0	-4	11	i	39	-2	-30
COc1ccc2c(c1)OC13CCCCC1C2C(C(=O)c1ccccc1)C(=O)N3 (stereo unspecified)	-1	-4	10	4	0	9	i	21	0	-3
CN(C)C(CNC(=O)c1cccc(S(=O)(=O)Nc2ccc(Br)cc2)c1)c1ccco1 (stereo unspecified)	nt	nt	-48	1	nt	-3	i	17	-28	nt
COc1ccc(OC)c(NC(=O)Cn2cc(C(=O)c3ccco3)c3ccccc32)c1	2	8	-10	-2	0	29	i	15	-1	19
Cc1ccc(C(c2sc3nc(C)nn3c2O)N2CC(C)OC(C)C2)cc1 (stereo unspecified)	0	2	32	0	1	12	i	23	-4	-22
O=C(NN=C1CCCCCC1)C(=O)Nc1cccc(Br)c1	-4	1	-3	0	2	28	nt	14	0	-8
C/C(=N\Nc1ccc(Cl)cc1)c1c(O)cc(C)oc1=O	1	0	25	-1	3	0	i	30	21	-5
Cc1nn(-c2ccccc2)nc1C(=O)Nc1nnc(C(F)(F)F)s1	-3	2	-19	-3	-2	13	i	24	-16	4
O=C(Nc1c(F)c(F)c(F)c(F)c1F)NC1CCCCC1	-3	-1	1	3	0	19	i	0	-4	-5
C[C@H](NC(=O)c1nc[nH]c1C(=O)N[C@@H](C)C(=O)OCc1ccccc1)C(=O)OCc1ccccc1	-2	-4	31	-1	-3	-2	i	1	13	-13
c1ccc(C2=Nn3c(nnc3-c3cccs3)SC2)cc1	-4	7	-27	1	-1	23	i	10	-20	-4
CN(Cc1nc2c(s1)CCCC2)C(=O)CCc1nnc(-c2ccccc2)o1	2	10	33	2	-3	-46	i	33	16	-53
O=S(=O)(Cc1ccccc1)NCCc1cccc(Cl)c1	2	-5	16	-8	-2	4	i	4	9	-55
(continued)
SMILES	GSK3 alpha inh	IEC-6 tox	HSF-1 act	GSK3beta inhib	HSP90 inh	aSyn UTR inh	PolyA inhibitor	AI-2 QS modul	HSF1 inhib	KLF5 inhibitor
O=C(CSc1nnnn1C1CCCCC1)Nc1ccccc1F	-1	11	-15	0	3	4	i	8	3	-2
Cc1nc2ccc(Br)cn2c1NC(C)(C)C	-2	2	-4	5	1	9	i	18	-2	-9
Cc1cc(C2=NNC(=NCCc3ccccc3)SC2)c(C)n1CC1CCCO1 (stereo unspecified)	3	4	0	3	4	-147	i	24	4	-10
CCOc1ccc(Br)cc1/C(C)=N\NC1=NCCN1	-3	5	-3	-1	6	5	i	16	6	-34
COc1cccc(-c2noc(CCC(=O)NC3CCCCC3)n2)c1	0	2	-2	0	1	16	i	21	1	-20
COc1n[nH]c(C(=O)NCc2ccccc2)c1[N+](=O)[O-]	-5	-3	nt	-1	-1	-15	i	-5	nt	-30
CCOc1cc2c(C#N)c(N3CCNCC3)nc(N)c2c(N)n1	8	-2	8	1	3	2	i	5	-7	-4
COC(=O)CSc1nnc(-c2cccnc2)o1	-1	-7	1	-3	-3	-7	i	19	-5	-13
CSc1nc(O)c(C(c2ccc(OC(C)C)cc2)c2c(O)nc(SC)[nH]c2=O)c(=O)[nH]1	5	nt	-1	-2	nt	16	i	37	-12	nt
Cc1nc(C(F)(F)F)c(C(=O)O)cc1-c1nc(-c2ccccc2)cs1	-4	-3	13	0	-3	-4	i	23	-1	-28

Bioassay records (PubChem)
